High-throughput results: PubChem, National Center for Advancing Translational Sciences (NCATS)
Pin1 inhibitor – qHTS Assay to Find Inhibitors of Pin1. Pin1 FP peptide displacement, HiFluor488, 10 min. Potency, µM (top dose mostly 115 µM), without a hit: top-dose activity, negative = inhibition, most hits filed as inhibitors. actives 0.009% (n = 390,000). AID 504891, 2011; active = well fitted inhibition curve with a large enough effect in the polarisation, with a control signal flat, not every such curve was filed as active; inconclusive = small, poorly fitted or top-dose-only effect, or effect the other way, or a change in a side signal; inactive = no such curve, though single readings can be large or run the other way; the % refers to the polarisation; also: potency is read from the fitted curve at half-maximal effect; % is scaled to controls: 0 for no effect and ±100 for the full control effect
Tb PGK inh – qHTS Assay to Find Inhibitors of Phosphoglycerate Kinase. Phosphoglycerate kinase, glycosomal (Trypanosoma brucei brucei), P07378. PGK/GAPDH coupled, Kinase-Glo luminescence, 60 min. Potency, µM (titrated, usually from 57.5 µM), for the others: top-dose activity change, negative = inhibition, most hits filed as inhibitors. actives 0.043% (n = 380,000); also: potency is read from the fitted curve at half-maximal effect; % is scaled to controls: 0 for no effect and ±100 for the full control effect; nearly all actives have a fitted effect of over 60% in size
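Recombinant glycosomal PGK reaction used 1,3-bisphosphoglycerate generated in-well by GAPDH (100nM final) in 100mM TEA pH 7.6, 5mM MgCl2, 0.01% Tween-20. After 60 minutes at room temperature, ATP was read by Kinase-Glo Plus luminescence end-point.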
HP1b binding inh – HTS for Inhibitors of HP1-beta Chromodomain Interactions with Methylated Histone Tails. Chromobox protein homolog 1 (Homo sapiens), P83916. AlphaScreen HP1-beta / biotin-H3K9me3 peptide binding. Potency, µM (doses to about 114 µM), for the others: at the top dose activity change, negative = inhibition, actives largely listed as inhibitors. actives 0.56% (n = 390,000). AID 540317, 2011; also: potency is read from the fitted curve at half-maximal effect; nearly all actives have a fitted effect of over 70% in size; inactives centre near 23
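HP1-beta protein (50 nM final) preincubated 30 min at room temperature with biotinylated H3(1-18)K9me3 peptide (50 nM) in PBS pH 7.4, 0.01% Tween-20, then compound added for 30 min. AlphaScreen streptavidin donor/nickel chelate acceptor beads (10 ug/mL final), 30 min dark, luminescence read.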
GLS inhibitor – qHTS for Inhibitors of Glutaminase (GLS); Potency, µM (top dose mostly 45.5 µM), for the others: top-dose activity change, negative = inhibition, most hits filed as inhibitors; actives 0.21% (n = 410,000); GLS enzymatic activity, qHTS titration; Glutaminase kidney isoform, mitochondrial (Homo sapiens), O94925; also: potency is read from the fitted curve at half-maximal effect; % is scaled to controls: 0 for no effect and ±100 for the full control effect
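Glutamate formation by hKGA was monitored fluorometrically using coupled glutamate oxidase, HRP and Amplex Red. Substrate was added as 1 mM L-glutamine solution; incubation was 30 min at RT after an initial read.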
G9a inh – qHTS Assay for Inhibitors of Histone Lysine Methyltransferase G9a | AID 504332, 2011 | actives 8.8% (n = 350,000) | Histone-lysine N-methyltransferase EHMT2 (Homo sapiens), Q96KQ7 | G9a H3K9 monomethylation, AlphaScreen, 2 h | Potency, µM (doses to about 102 µM), for the others: at the highest dose activity, negative = inhibition, most hits filed as inhibitors; also: potency is read from the fitted curve at half-maximal effect; % is scaled to controls: 0 for no effect and ±100 for the full control effect; nearly all actives have a fitted effect of over 75% in size
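Using a bead-based AlphaScreen, monomethylated H3K9 product from 2 h room-temperature reactions (G9a 20 nM, peptide 500 nM, SAM 20 uM) was detected with 0.5 ug/mL rabbit anti-H3K9me1 antibody.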
JMJD2A Tudor – qHTS Assay for Inhibitors of JMJD2A-Tudor Domain. AID 504339, 2011. Lysine-specific demethylase 4A (Homo sapiens), O75164. Potency, µM (highest dose often 114 µM), for inactives: top-dose activity change, negative = inhibition, actives largely listed as inhibitors. actives 4.4% (n = 390,000). AlphaScreen JMJD2A-Tudor / H3K4me3 peptide binding; also: potency is read from the fitted curve at half-maximal effect; % is scaled to controls: 0 for no effect and ±100 for the full control effect; nearly all actives have a fitted effect of over 50% in size
BAZ2B block – qHTS Assay for Inhibitors of BAZ2B; actives 4.4% (n = 360,000); AlphaScreen BAZ2B-H3K14Ac peptide displacement; Potency, µM (titrated, usually from 114 µM), for inactives: at the top dose activity change, negative = inhibition, most hits filed as inhibitors; also: potency is read from the fitted curve at half-maximal effect; % is scaled to controls: 0 for no effect and ±100 for the full control effect; nearly all actives have a fitted effect of over 60% in size
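BAZ2B (50 nM) with biotin-H3(5-23)K14Ac peptide (50 nM) in PBS pH 7.4, 0.01% Tween-20, preformed 30 min, then compound 30 min at room temperature; top concentration 110uM. AlphaScreen streptavidin donor/nickel chelate acceptor beads (10 ug/mL final), 20 min dark, signal read.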
ERG-DNA inh – qHTS for Small Molecule Inhibitors of the ERG Ets/DNA interaction. Transcriptional regulator ERG (Homo sapiens), P11308. actives 0.028% (n = 370,000). Potency, µM (highest dose often 76.9 µM), inactives show at the top dose FP activity, negative = inhibition, usual class: inhibitors. fluorescence polarization, His-ERG Ets domain / labelled DNA; active = well fitted inhibition curve with a large enough effect in the polarisation, with a control signal flat; inconclusive = small, poorly fitted or top-dose-only effect, or effect the other way, or a change in a side signal; inactive = no such curve, though single readings can be large or run the other way; the % refers to the polarisation;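 also: polarization taken with two DNA probes labelled with fluorescein and Texas red; potency is read from the fitted curve at half-maximal effect; % of control where 0% means no effect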
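His-tagged ERG Ets domain (1 uM in the protein solution; 300mM KCl, 50mM Tris-HCl, 1mM EDTA, 1mM DTT, pH 7.5) received compound, then a probe mix of 5 nM fluorescein-DNA and 100nM Texas-615-DNA. Fluorescence polarization was read for both dyes.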
PI4K2A inh – qHTS for small molecular inhibitors of PI4K2A | Phosphatidylinositol 4-kinase type 2-alpha (Homo sapiens), Q9BTU6 | purified PI4K2A, ADP-Glo luminescence, 1 h; active compounds read low | activity change, negative = inhibition, % at 76.9 µM | actives 0.13% (n = 420,000) | AID 1346378, 2018; in the data active = activity change below about -50%; inconclusive = mostly about -30% to -49%;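 also: -100% = wells without enzyme as full effect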
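In this quantitative HTS, ADP production by PI4K2A was quantified luminescently after 1 h at ambient temperature; 100 microM adenosine served as plate-quality control.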
* = called active by the depositor; i = inactive; u = inconclusive; x = no result given; & = joins results of further samples; [ ] = another dose, or the depositor's remark. Unless noted, calls follow the shape of the dose curve; as a rule, active = well fitted curve in the direction sought with a large enough effect; inconclusive = small, poorly fitted or top-dose-only effect, or another doubt; inactive = no such curve, though single readings can be large; an effect the other way counts as inactive or inconclusive.

Pin1 inhibitor	Tb PGK inh	HP1b binding inh	GLS inhibitor	canonical_smiles	G9a inh	JMJD2A Tudor	BAZ2B block	ERG-DNA inh	PI4K2A inh
-8%	-1%	16%	0%	O=C(O)C1Cc2ccccc2CN1S(=O)(=O)c1ccccc1 (stereo unspecified)	u	-1%	u	8%	-1
-1%	10%	15%	11%	CCOC(=O)[C@H]1[C@H]2COc3cc(OC)ccc3[C@@H]2N2C(=O)c3c(C)cc(C)cc3NC(=O)[C@@]12C	x	-24%	x	1%	5
0%	-1%	46%[activator]	0%	Cc1ccc2c(c1)C1(C)C(C(C)(C)N2C=O)C1(Cl)Cl (stereo unspecified)	32%	-3%	0%	1%	1
u	-1%	26%	31%[activator]	CCOC(=O)c1cc2c(=O)n3ccccc3nc2n(Cc2ccco2)c1=NC(=O)c1cccc(F)c1	1%[59 µM]	10%	1%	-7%	-6
u	i	36%	-13%	CCCCN(C(=O)Cc1coc2cc(C)c(C)cc12)c1c(N)n(Cc2ccccc2)c(=O)[nH]c1=O	-49%	-8%	3%	4%	1
5%	-5%	18%	-3%	O=C(CCNc1n[nH]c(=O)[nH]c1=O)N1CCCCC1	20%[59 µM]	-19%	4%	-6%	0
-13%	i	17%	-5%	Cc1cc(Cl)ccc1OCC(=O)N(Cc1ccco1)Cc1ccco1	1%[59 µM]	-22%	7%	-2%	-5
2%	-7%	285%[activator]	18%	O=C(CC(=O)c1ccccc1)c1ccccc1	-4%[2.33 µM]	161%[activator]	x	-4%	-2
-2%	9%	31%	4%	COc1ccc(-c2cc(C(=O)NCc3cccs3)no2)cc1	u	-4%	-1%	-1%	5
-12%	6%	49%[activator]	8%	CCOc1ccc(N(CC(=O)NC2CCCC(C)C2C)S(=O)(=O)c2c(C)noc2C)cc1 (stereo unspecified)	u	-14%	5%	-4%	2
5%	-8%	29%	8%	CC(C)CNC(=O)COC(=O)c1cc(Cl)cc(Cl)c1N	5%	-7%	2%	2%	5
11%	-11%	0%	8%	COc1ccc(C(=O)Nc2oc(-c3ccccc3)c(-c3ccccc3)c2C#N)cc1	8%[0.501 µM]	u	u	3%	-1
-15%	i	13%	1%	O=C(NC1CCN(C(=O)Nc2cccc(Cl)c2)CC1)c1ccco1	15%	-10%	4%	-2%	3
7%	2%	31%	-3%	N#Cc1c(Nc2ccccc2)sc(C(=O)c2ccc(F)cc2)c1N	u	-20%	-29%	2%	-2
0%	i	51%[activator]	-2%	CC(C)(C)NC(=O)NC(=O)CN1c2cccc3cccc(c23)S1(=O)=O	u	-4%	15%	11%	4
0%	-4%	-12%	31%[activator]	COc1cc(/C=N/NC(=O)CCN2CCN(C(c3ccccc3)c3ccccc3)CC2)ccc1O	79µM*	u	u	12%	2
11%	-4%	21%	1%	CCOC(=O)/C(C)=N/NC(=O)c1ccc([N+](=O)[O-])cc1	-1%	-11%	-23%	4%	-3
0%	-8%	-6%	3%	O=C(O)/C=C/C(=O)Nc1ccc(Oc2ncnc3cc(Cl)ccc23)nc1	u	-20%	-10%	2%	0
-7%	i	-12%	0%	COc1ccc(C)cc1S(=O)(=O)N1c2ccc(C)cc2C2CN(C)CCC21 (stereo unspecified)	u	-28%	7%	4%	-1
-4%	-4%	18%	15%	O=C(NC1CCCCC1)C(c1ccccn1)N(C(=O)Cc1cccs1)c1ccc(Cl)cc1 (stereo unspecified)	62%[59 µM]	-4%	-27%	7%	-8
-5%	5%	30%	-3%	CCc1ccc(-c2nc(CN3CCC(C(=O)NCCc4ccc(Cl)cc4)CC3)c(C)o2)cc1	-9%[59 µM]	-13%	-12%	0%	-2
u	i	20%	0%	CC(C)(C)OC(=O)NCCCC[C@H](NC(=O)c1[nH]cnc1C(=O)Nc1ccccc1)C(=O)OC(C)(C)C	23%[59 µM]	-30%	11%	6%	3
-8%	i	15%	1%	CC(c1ccco1)N(Cc1ccco1)C(=O)Nc1ccccc1 (stereo unspecified)	-10%[12.7 µM]	-17%	-3%	-20%	9
-12%	2%	21%	0%	CCOC(=O)[C@H]1[C@H]2COc3cc(OC)ccc3[C@@H]2N2C(=O)CN(Cc3ccco3)C(=O)[C@@]12C	11%[0.501 µM]	-27%	-6%	4%	-2
5%	-4%	43%[activator]	-9%	COC(=O)c1ccc(Cn2nc(C)c([N+](=O)[O-])c2C)o1	22%	-7%	-11%	-19%	9
-14%&10%	-3%	-6%&30%	-22%&1%	COc1cccc(NC(=O)CSc2nc3ccccc3n2C)c1	3%[59 µM]	u	-9%&1%	-12%&0%	3&-1
-6%	-1%	30%	0%	COc1ccc(/C=C/C(=O)N2CC(C)OC(C)C2)cc1OC (stereo unspecified)	22%	-4%	10%	-11%	3
8%	-2%	16%	17%	CCOC(=O)c1cc([N+](=O)[O-])c([N+](=O)[O-])cc1NC(C)=O	u	-5%	-36%	2%	26
-2%	i	1%	1%	O=[N+]([O-])c1nn(-c2ccc(Cl)cc2)n(O)c1=NCc1cccnc1	u	u	u	0%	-5
-8%	3%	19%	-9%	O=C(Nc1ccncc1)C1CC1c1ccccc1 (stereo unspecified)	0%	11%	-5%	7%	4
3%	-10%	25%	1%	COc1ccc(Cl)cc1NC(=O)COC(=O)CNC(=O)C1CCCCC1	18%[12.7 µM]	2%	-3%	10%	-5
4%	5%	-18%	u	Cc1ccc(/C(=N/Nc2nc3ccccc3s2)C2=C(O)c3ccccc3C2=O)cc1	-12%	u	u	5%	-24
-1%	-5%	-6%	-15%	O=C(Nc1cccc(F)c1)C1CCN(C(=O)c2ccccc2Cl)CC1	-40%	-12%[11.4 µM]	-14%	6%	12
9%	-1%	31%	-3%	COc1ccc(N2C(=O)CC(c3cc(OC)c(OC)c(OC)c3)CC2=O)cc1	9%	1%	-1%	-3%	-2
-4%	-6%	27%	12%	O=C(NCc1ccccc1CN1CCCC1)c1ccc(OCc2cscn2)cc1	-2%[59 µM]	-23%	-4%	-6%	0
3%	i	29%	12%	CCCCNC(=O)CCc1c(C)nc2nc(-c3cc(OC)cc(OC)c3)nn2c1C	0%[12.7 µM]	-7%	9%	-3%	4
6%	i	5%	13%	CCOC(=O)CNC(=O)CCNS(=O)(=O)c1ccc2c(c1)c(=O)n(C)c(=O)n2C	2%	-14%	5%	x	-1
-9%	0%	47%[activator]	-1%	C=C1N(c2cccc(Cl)c2)C(=O)OC1(C)C	23%	0%	3%	3%	6
1%	-1%	u	24%	C=CCN(CC=C)C(=O)Nc1cc(OC)ccc1OC	9%	-29%	-10%	4%	4
0%	0%	21%	19%	O=C(N/N=C/c1c[nH]c2ccccc12)c1cccc([N+](=O)[O-])c1	13%[59 µM]	-19%	-25%	1%	-4
-1%	5%	23%	15%	COc1ccc(NC(=O)C2=C(C)NC(=O)NC2c2cccc(OC)c2OC)c(OC)c1 (stereo unspecified)	2%	-8%	-4%	-1%	0
0%	x	-7%	-14%	S=c1[nH]nc(-c2ccncc2)n1/N=C/C(Cl)=C\c1ccccc1	x	18µM*	50µM*	-6%	13
1%	-5%	15%	-4%	CC1CN(c2ccc([N+](=O)[O-])cc2C#N)CC(C)O1 (stereo unspecified)	27%	-10%	-19%	3%	2
-2%	i	40%[activator]	-2%	O=C(NCC1CCCO1)C(=Cc1cccc([N+](=O)[O-])c1)C(=O)NCC1CCCO1 (stereo unspecified)	22%[59 µM]	0%	12%	6%	-4
0%	-3%	-5%	-5%	COc1ccc(N2CCN(C(=O)c3oc4c(c3C)C(=O)CCC4)CC2)cc1	-18%	-28%	-6%	2%	5
0%	-9%	47%	2%	CCOc1ccc(C=O)cc1CN1CCCCC1	-3%	-20%	-2%	-10%	-3
2%	-9%	35%	-13%	CC(OC(=O)CN1C(=O)c2ccccc2C1=O)C(=O)NC1CCCCC1C (stereo unspecified)	-3%[0.501 µM]	-5%	3%	-2%	2

Given field by field: 3 of the compounds above
CC1CN(c2ccc([N+](=O)[O-])cc2C#N)CC(C)O1 (stereo unspecified)
  Pin1 inhibitor: 1%; Tb PGK inh: -5%; HP1b binding inh: 15%; GLS inhibitor: -4%; G9a inh: 27%; JMJD2A Tudor: -10%; BAZ2B block: -19%; ERG-DNA inh: 3%; PI4K2A inh: 2

O=C(NCC1CCCO1)C(=Cc1cccc([N+](=O)[O-])c1)C(=O)NCC1CCCO1 (stereo unspecified)
  Pin1 inhibitor: -2%; Tb PGK inh: i; HP1b binding inh: 40%[activator]; GLS inhibitor: -2%; G9a inh: 22%[59 µM]; JMJD2A Tudor: 0%; BAZ2B block: 12%; ERG-DNA inh: 6%; PI4K2A inh: -4

COc1ccc(N2CCN(C(=O)c3oc4c(c3C)C(=O)CCC4)CC2)cc1
  Pin1 inhibitor: 0%; Tb PGK inh: -3%; HP1b binding inh: -5%; GLS inhibitor: -5%; G9a inh: -18%; JMJD2A Tudor: -28%; BAZ2B block: -6%; ERG-DNA inh: 2%; PI4K2A inh: 5
